# Statin myotox sup – suppression of simvastatin myotoxicity; C2C12 myotubes + simvastatin, ATP luminescence, 48 h; scaled: DMSO 0, geranylgeraniol control 100; hit rate 0.78% among 330,000; rescue of ATP level, % at 7.49 µM;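 active = mean ATP rescue above about 67%, or every replicate alone reaching that limit, limit read from the data, passing the limit was not always enough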;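 note: myotubes were challenged with 10 µM simvastatin during compound exposure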
# PglD inh – blocks C. jejuni PglD acetyltransferase activity; purified PglD enzyme, DTNB colorimetric CoA detection; inhibition, % at 12.5 µM; hit rate 0.098% among 360,000; in the data active = inhibition above about 16%, passing the limit was not always enough; note: strong numbers were not always called active
# Numbers without * were called inactive. The list is partial; rates above refer to the full screens.
SMILES,Statin myotox sup,PglD inh
CCC(C)C1NC(=S)N(C2CCCCC2)C1=O (stereo unspecified),-1,5
COc1ccc(CCN2CC(C(=O)NCc3ccco3)CC2=O)cc1OC (stereo unspecified),1,2
COc1ccc(N2C(=O)CC(NC34CC5CC(CC(C5)C3)C4)C2=O)c(OC)c1 (stereo unspecified),1,2
CCn1cc(C(=O)NC(=S)Nc2cccc(O)c2)cn1,-17,7
O=C(O)/C=C\C(=O)NCc1ccccc1,6,4
Cc1cccc(NC(=O)c2cc(NC(=O)c3ccccc3)ccc2N2CCCCC2)c1,-66,4
COc1ccc(C(=O)NCc2nnc(SCC(=O)N3CCCCC3)o2)cc1OC,11,4
COc1ccc(NC(=O)C2CSC(C)(C)N2C=O)cc1 (stereo unspecified),-5,-7
CC1CCN(C(=O)CN2C(=O)C(C)(C)Oc3ccc(C(=O)NC4CCCC4)cc32)CC1,-3,4
O=C(c1ccco1)N1CCN(C(=O)c2cnn3cccnc23)CC1,13,-5
O=C(Nc1ccccn1)c1ccc(COc2ccccc2Cl)o1,16,-5
COC(=O)C1=C(N)Oc2cc(C)n(Cc3ccncc3)c(=O)c2C1c1cccnc1 (stereo unspecified),0,-5

# Other compounds follow.
SMILES,Statin myotox sup,PglD inh
CCOC(=O)c1ccc(N2C(=O)CC(N3CCN(C(=O)c4ccco4)CC3)C2=O)cc1 (stereo unspecified),11,-5
COc1ccc(OC)c(C2C(C(N)=O)=C(C)Nc3nc(-c4cccc(Cl)c4)nn32)c1 (stereo unspecified),-3,-3
CCCCOc1ccc(C)cc1CN(CCO)CCO,-3,-5
COc1cccc(NC(=O)CSc2nc(C)cs2)c1,109*,3
O=C(CCN1C(=O)c2ccccc2C1=O)Nc1ccncc1,-34,4
CC(C)(C)c1nc2scc(-c3ccc(Cl)cc3)c2c(=O)o1,-12,5
COc1ccc(NC(=O)c2ccc(CNS(=O)(=O)c3cccc(OC)c3)cc2)cc1,-27,-1
O=C(c1ccc(CN2CCc3ccccc3C2)cc1)N1CCN(c2ccc(F)cc2)CC1,2,0
O=C(CN1C(=O)c2cccc3cccc1c23)NCc1ccccn1,2,0
Cc1nnnn1/C(=C\c1ccccc1)C(=O)OCC(=O)NC(C)(C)C,5,3
COc1cc(/C=N/n2cnnc2)ccc1OCCSc1ccc(C)cc1,13,0
Cc1cc(NS(=O)(=O)c2ccc(NC(=O)C(C)N3C(=O)c4ccccc4C3=O)cc2)nc(C)n1 (stereo unspecified),-7,-4

# (list continues)
SMILES,Statin myotox sup,PglD inh
O=C(O)CCCCCNC(=O)c1ccccc1,-11,-7
Cc1nc2ccccn2c1C(=O)CSc1ccc(Cl)cc1Cl,10,-1
Cc1cccc(NC(=O)c2ccc([N+](=O)[O-])o2)n1,19,-3
N/C(=N/OCC(=O)Nc1cccc2ccccc12)c1nonc1N,1,0
CCN1C(=O)CC(C(C)C)N(C2CCCC2)c2nc(Nc3ccc(C(=O)NC4CCN(C)CC4)cc3OC)ncc21 (stereo unspecified),12,-2
COc1ccc2c3c(c(=O)oc2c1OCC(=O)C(C)(C)C)CCCC3,12,5
COc1ccc(-c2ccc3c(c2)S(=O)(=O)c2cccc(C(=O)NCc4cccc(OC(F)(F)F)c4)c2C3=O)cc1OC,-85,5
CSc1cccc(NC(=O)CN(c2ccccc2)S(=O)(=O)N(C)C)c1,-4,1
CCc1ccccc1NC1=NCC(=O)N1Cc1ccccc1,13,-2
CCC(=O)N(Cc1cc2cc(OC)ccc2[nH]c1=O)c1ccc(C)cc1C,18,2
O=C(NCc1ccco1)c1cccc(-c2nnc(-c3ccccc3)o2)c1,-5,-2
Nc1nnnn1NCc1cccc(OCc2ccccc2)c1,104*,-1

# (list continues)
SMILES,Statin myotox sup,PglD inh
CCOC(=O)C1CCN(c2ncnc3c2oc2ccccc23)CC1,-4,-5
COc1ccc(S(=O)(=O)Nc2cccc(Cl)c2)cc1OC,4,-5
Cc1cccc(N2C(=O)CC(Sc3nc(C)cc(C)n3)C2=O)c1 (stereo unspecified),10,-2
Oc1ccc(-n2nnnc2SCc2ccccc2Br)cc1,7,7
CN(c1ccc(C(=O)NCc2ccccn2)cc1)S(C)(=O)=O,14,3
COc1cc(C2NC(=O)NC(O)(C(F)(F)F)C2C(=O)c2ccc(Cl)cc2)ccc1O (stereo unspecified),13,-1
Cc1ccc(-n2nnnc2SCc2nnc(-c3ccccc3Br)o2)cc1,43,3
COc1ccccc1CNc1nc(Nc2ccccc2OC)c2sccc2n1,-7,0
Cc1ccc(C)c(NC(=S)N(CCc2nc3cc(C)c(C)cc3[nH]2)Cc2cccnc2)c1,-13,2
CC1(C)CC(=O)C2=C(C1)N=c1s/c(=C/c3ccc(F)c(F)c3)c(=O)n1C2c1ccc(F)cc1 (stereo unspecified),12,4
CCOC(=O)c1sc(=S)n(Cc2ccccc2)c1N,29,13
Cn1c(=S)[nH]c2cccnc21,-2,9

# Given with values under each structure: 2 of the compounds above
# Screens in order: Statin myotox sup, PglD inh
Cc1ccc(-n2nnnc2SCc2nnc(-c3ccccc3Br)o2)cc1
 : 43, 3
COc1ccccc1CNc1nc(Nc2ccccc2OC)c2sccc2n1
 : -7, 0

# Next results.
SMILES,Statin myotox sup,PglD inh
CCOC(=O)c1ccc2c(c1)nc(SCc1cn3ccsc3n1)n2CC,-6,0
COc1cccc(C(=O)N2CCCC(c3nc(-c4cccs4)no3)C2)c1 (stereo unspecified),20,-2
CCCOC(=O)c1ccc(NC(=O)CCC(=O)OCC)cc1,11,0
COc1ccc(Cl)cc1S(=O)(=O)n1ccnc1C(C)C,-7,-3
CCOc1cc(/C=N\NC(=O)Cc2ccccc2)ccc1OCC(=O)Nc1ccc(C)c(C)c1,-22,-3
COC(=O)c1c(F)c(F)c(N2CCOCC2)c(F)c1F,-14,-2
Cc1c(C)n(C(=O)CSc2nncn2C)c2ccccc12,11,-2
C=CCNc1nc(C2(C)CC3(CC(C)OC3=O)C(=O)O2)cs1 (stereo unspecified),6,3
COc1ccc(/C=N/NC(=O)c2cc(-c3ccccc3OC)nc3ccccc23)cc1COC(C)=O,14,-1
COC(=O)c1c(NC(=O)c2nc3nc(C)cc(C(F)F)n3n2)sc2c1CCC2,12,-1
CCOc1ccc(Oc2nc(NCC(C)C)nc(N(C)C)n2)nn1,-6,-9
COc1cccc(-c2c(NC(=O)c3ccco3)n(-c3ccc(C)cc3)nc(C)c2=O)c1,-5,0

# Reprinted at random: 4 records from the list, in no set order.
SMILES,Statin myotox sup,PglD inh
CCCOC(=O)c1ccc(NC(=O)CCC(=O)OCC)cc1,11,0
CCOc1ccc(Oc2nc(NCC(C)C)nc(N(C)C)n2)nn1,-6,-9
Cc1c(C)n(C(=O)CSc2nncn2C)c2ccccc12,11,-2
COC(=O)c1c(NC(=O)c2nc3nc(C)cc(C(F)F)n3n2)sc2c1CCC2,12,-1

# New compounds follow
SMILES,Statin myotox sup,PglD inh
Cc1ccc(NC(=O)Nc2nc(-c3ccc(C)s3)cs2)cc1,-5,0
O=C(O)C1(P(=O)(c2ccccc2)c2ccccc2)CCC1,1,1
COc1cc([C@H]2[C@@H]3CCCC[C@]3(O)CCN2CC(=O)Nc2ccc(C)cc2C)ccc1O,11,-2
C=C(Br)Cn1c(CC(C)C)nc2ccccc21,-22,1
CCC(=O)Nc1cc(OC)c(NC(=O)c2ccccc2)cc1OC,1,-2
O=C(CCc1ccccc1)Nc1cccc(-c2nnc(-c3ccco3)o2)c1,28,3
Cc1sc2ncn3c(C)nnc3c2c1C,-18,-2
COc1ccc(CNC(N)=O)cc1OC,-3,1
CCN1CCCC1CNS(=O)(=O)c1ccc(C(=O)Nc2ccccc2)cc1 (stereo unspecified),9,-7
Cc1ccc(S(=O)(=O)c2c(N)n(CCN3CCOCC3)c3nc4ccccc4nc23)cc1C,12,4
Cc1noc(C)c1CN1C(=O)NC2(CCCCCCC2)C1=O,15,3
Cc1cc(C)nc(Nc2n[nH]c(-c3cccc4ccccc34)n2)n1,-4,10

# Additional entries:
SMILES,Statin myotox sup,PglD inh
Cc1cc(NC(=O)Nc2cc(F)ccc2C)n(C)n1,12,0
Cc1ccc(S(=O)(=O)N2CCN(C(=O)CN3CCc4ccccc4C3)CC2)cc1,14,-9
O=C(CSc1nc2ccccc2n1CC(=O)N1CCCC1)NCc1ccc2c(c1)OCO2,4,-4
CC(C)(C)c1nn(-c2ccccc2)c2nc(Cl)c(C=O)cc12,3,7
CC(C)OC(=O)CC(=O)CSc1nc2c(cc1C#N)CCC2,1,-3
CC(=O)Nc1ccc(S(=O)(=O)NC2(C(F)(F)F)NC(=O)N(C3CCCC3)C2=O)cc1 (stereo unspecified),2,-5
Cc1ccc(S(=O)(=O)N(c2cccc(C)c2)C2CCS(=O)(=O)C2)cc1 (stereo unspecified),3,1
Cc1ccc(S(=O)(=O)N2CCCN(S(=O)(=O)c3ccc4ccccc4c3)CC2)cc1,-7,-2
COc1ccc(/C=C/C(=O)c2cc(F)ccc2OC(=O)c2ccccc2)cc1OC,21,1
COc1ccccc1Nc1nc(N)nc(CN2CCCCCC2)n1,-16,1
COc1cc2c(cc1OC)C1(Nc3c-2c(Cc2ccccc2)nn3-c2ccccc2)C(=O)Nc2ccccc21 (stereo unspecified),-1,1
COc1ccc(OC)c(C(=O)CSc2nc3ccccc3n2CC(=O)NC(C)(C)C)c1,26,-3

# Later entries:
SMILES,Statin myotox sup,PglD inh
COc1ccc(-c2nnc(N)s2)cc1,-23,1
O=C1Nc2cc(C(=O)N3CCc4ccccc4C3)ccc2S/C1=C\c1ccccc1,-1,-7
N#CCCN(C(=O)CSc1ccc2c(c1)OCCO2)c1ccccc1,-1,-4
CCS(=O)(=O)N1CCN(C2CCC(C)CC2)CC1 (stereo unspecified),1,0
CCN(CC)S(=O)(=O)c1cccc2c(N(C)C)cccc12,-8,4
CCCCc1c(O)nc(SCCN(C)C)n(-c2ccccc2)c1=O,6,2
CC(=O)c1cccc(N(CC(=O)Nc2ccc(F)cc2F)S(C)(=O)=O)c1,11,9
CCN(CC)CCNc1nc2c(c(=O)n(C)c(=O)n2C)n1C/C=C(/C)Cl,11,-4
Brc1ccc(CSc2nnc(Cc3c[nH]c4ccccc34)o2)cc1,56,8
COC(=O)CCN(C)CCC(=O)OC,-14,-8
Cc1ccc(OCC(=O)N2CCN(c3nnc(-c4ccc(C)cc4)c4ccccc34)CC2)cc1,5,0
O=C(Nc1ccc2nn(-c3ccccc3)nc2c1)c1cccnc1,130*,3

# The results go on:
SMILES,Statin myotox sup,PglD inh
Cc1ccc(-c2csc3ncn(CC#N)c(=O)c23)cc1,4,-1
CN1CCN(CCCNC(=O)C2CC(=O)N(C3CCCCC3)C2)CC1 (stereo unspecified),2,3
CC(Sc1ccc2c(c1)OCCO2)C(=O)Nc1ccc2c(c1)OCO2 (stereo unspecified),18,0
O=C(N/N=C/c1cccnc1)c1cc(-c2cccs2)nc2ccccc12,-7,3
O=C(c1ccc(S(=O)(=O)N2CCOCC2)cc1)N1CCCc2ccccc21,3,-2
Cc1cc(C)cc(N2C(=O)CC(n3nc(C)cc3C)C2=O)c1 (stereo unspecified),-6,0
CCC(=O)Nc1cc(-c2nnc(OC)c3ccccc23)ccc1N1CCOCC1,5,-5
O=C(Cn1cnc2ccccc21)Nc1cc(C(F)(F)F)ccc1N1CCOCC1,-5,2
CC(C)OCCCNC(=O)CNC(=O)c1cccs1,7,2
CCOc1cc(C(=O)NCc2ccc(-c3nc4ccccc4o3)cc2)cc(OCC)c1OCC,-90,3
O=C(CCSc1ccccc1)N1CCOCC1,-6,9
Cc1cccc(C(=O)Nc2sc(C(=O)N3CCCC3)c(C)c2C#N)c1,-5,4

# Other records.
SMILES,Statin myotox sup,PglD inh
CCCc1ncc(C(O)(c2ccccc2)c2ccc(C)cc2)n1C (stereo unspecified),-8,-2
O=[N+]([O-])c1cccc(/C=C/c2nc(C=Nc3ccc4ccccc4c3)c(O)o2)c1,-38,-5
CC12CS(=O)(=O)CC1SC(=S)N2c1ccccn1 (stereo unspecified),7,0
CCOc1ccc2c(c1)c1nnc(SCC3CCCO3)nc1n2C (stereo unspecified),-41,1
Cc1ccc(-c2cc(-c3ccccc3)nc(N/N=C/c3cccnc3)n2)cc1,8,2
Cc1[nH]c2ccccc2c1C(=O)CN1CCN(C/C=C/c2ccccc2)CC1,10,-1
COc1ccc2[nH]c3c(N4CCN(Cc5ccc6c(c5)OCO6)CC4)ncnc3c2c1,-49,-12
CCNC(=O)C1CC(=O)N(Cc2ccc3c(c2)OCO3)C(=Nc2ccc(OCC)cc2)S1 (stereo unspecified),5,24*
CCC(=O)N1c2ccccc2C(N(C(C)=O)c2ccccc2)CC1C (stereo unspecified),19,-3
CC(=O)Nc1ccc2c(c1)nc1n2CCSC1,49,5
Cc1ccc2nsnc2c1NS(=O)(=O)c1c(C)ccc2nsnc12,0,-1
CC(C)C(c1nnnn1Cc1ccco1)N1CCN(c2nc3ccccc3s2)CC1 (stereo unspecified),-7,1

# Other structures
SMILES,Statin myotox sup,PglD inh
O=C(CNC(=O)c1ccco1)Nc1cc(Cl)ccc1N1CCOCC1,-12,3
N#Cc1c2c(c[nH]c1=O)CCN2Cc1ccccc1,-4,-3
O=C(COc1ccc(F)cc1)Nc1nnc(-c2ccncc2)s1,-2,1
COc1ccc2c(OC)cc(-c3ccccc3)nc2c1,-7,3
CCOc1cc(CNCc2ccccn2)ccc1OCC(=O)NC1CCCCC1,-2,0
c1ccc(-n2nnnc2SCc2cn3ccccc3n2)cc1,22,0
CN(C)/C=C1/Sc2ccccc2C1=O,20,-2
O=C(c1ccccc1-c1nc(-c2ccc(F)cc2)no1)N1CCCC1,19,6
Fc1ccc(Cn2nnnc2C(c2cccs2)N2CCCCCC2)cc1 (stereo unspecified),-11,2

# Screening data as filed in PubChem.
